TAAR1 antag – human TAAR1 antagonists, primary screen, Fluo-8 calcium fluorescence, CHO RD-HGA16 cells; 1.5% of 360,000 active; Trace amine-associated receptor 1 (Homo sapiens), Q96RJ0; inhibition, % at 3 µM; antagonist; AID 624466, 2012;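 active means inhibition above a per-plate cutoff, the mean inhibition of test compounds on that plate plus 3 SD, cut at about 49% in these data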;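 further: 0% = DMSO plus EC80 beta-PEA response and 100% = DMSO alone without agonist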
Target sequence (Q96RJ0 whole entry, looked up): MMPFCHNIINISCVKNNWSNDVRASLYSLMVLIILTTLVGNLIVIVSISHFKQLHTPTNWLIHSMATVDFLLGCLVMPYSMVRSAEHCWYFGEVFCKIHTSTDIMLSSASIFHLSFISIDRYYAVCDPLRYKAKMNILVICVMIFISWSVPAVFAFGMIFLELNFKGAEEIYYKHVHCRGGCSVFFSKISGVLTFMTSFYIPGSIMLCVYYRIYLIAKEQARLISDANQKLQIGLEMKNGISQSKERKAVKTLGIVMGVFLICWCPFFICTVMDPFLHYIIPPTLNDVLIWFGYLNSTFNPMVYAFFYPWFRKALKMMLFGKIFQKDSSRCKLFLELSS
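Test system: CHO RD-HGA16 cells bearing hTAAR1 | Reagent: β-PEA, EC80 | Compound dosing: 3 µM, single point | Schedule: Dye loading 75 min at 37 °C, then 30 min room temperature | Signal: Calcium fluorescence with Fluo-8 | Evaluation: Percent inhibition of PEA-evoked calcium signal, max/basal emission ratio | Control set: DMSO-only wells and EC80 β-PEA-stimulated wells | Repeats: Singlicate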
M1 antag – human M1 muscarinic receptor antagonists, primary screen, CHO-K1 cells, Fluo-8 calcium fluorescence, 1536-well; Muscarinic acetylcholine receptor M1 (Homo sapiens), P11229; CHO-K1 hM1, ACh EC80 antagonist; inhibition, % at 3 µM; 1.3% of 360,000 active; AID 588852, 2011;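 active means percent inhibition above its own plate's cutoff, namely the mean of that plate's compound wells plus 3 SD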;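 further: peak over basal fluorescence ratio during 140 s after agonist addition; 0% = ACh EC80 plus DMSO and 100% = DMSO alone without agonist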
Target sequence (P11229 whole entry, looked up): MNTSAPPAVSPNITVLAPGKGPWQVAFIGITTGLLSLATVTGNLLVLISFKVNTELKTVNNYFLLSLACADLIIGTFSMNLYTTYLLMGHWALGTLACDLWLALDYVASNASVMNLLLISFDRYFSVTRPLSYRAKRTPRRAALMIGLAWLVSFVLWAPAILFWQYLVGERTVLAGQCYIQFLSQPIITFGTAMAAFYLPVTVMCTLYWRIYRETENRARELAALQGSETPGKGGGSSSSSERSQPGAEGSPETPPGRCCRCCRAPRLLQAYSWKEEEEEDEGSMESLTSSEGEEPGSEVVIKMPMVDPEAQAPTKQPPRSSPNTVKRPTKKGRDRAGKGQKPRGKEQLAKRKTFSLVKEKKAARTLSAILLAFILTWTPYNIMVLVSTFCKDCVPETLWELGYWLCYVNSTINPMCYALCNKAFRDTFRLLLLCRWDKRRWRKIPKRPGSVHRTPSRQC
CHO-K1 Ca ag – counter-screen for M1 agonists: effect in parental CHO-K1 cells. activation, % at 3 µM. 0.48% of 360,000 active. Fluo-8 calcium fluorescence; scaled to maximal ATP response, vehicle zero; in the data active means activation above about 15%;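 further: untransfected CHO-K1 host cells lacking M1 receptor as counterscreen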
TAAR1 ag – human TAAR1 agonists, primary screen, Fluo-8 calcium fluorescence, CHO RD-HGA16 cells. vehicle wells 0%, saturating PEA agonist 100%. activation, % at 3 µM. 0.99% of 360,000 active;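 active means activation above the mean activation of all test compounds in the run plus 3 SD, cut at about 38% in these data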
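Test system: RD-HGA16 (CHO) cells co-expressing Gα16 and hTAAR1 | Doses: Single dose, 3 µM | Schedule: 17-24 h seeding, 75 min 37 °C dye, 30 min RT | Evaluation: % activation from peak over basal fluorescence ratio, DMSO-to-PEA scaled | Technique: Kinetic Fluo-8 calcium fluorescence | Benchmarks: Low control DMSO, high control PEA (EC100)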
M1 ag – human M1 muscarinic receptor agonists, primary screen, Fluo-8 calcium fluorescence, CHO-K1 cells, HTS; Muscarinic acetylcholine receptor M1 (Homo sapiens), P11229; CHO-K1 hM1, agonist mode; 0% DMSO, 100% acetylcholine EC100; activation, % at 3 µM; 0.33% of 360,000 active; AID 588814, 2011;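 active means activation above the run's mean compound activation plus 3 SD, cut at about 16% in these data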;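 further: peak over basal fluorescence ratio within a 140 s kinetic read after compound addition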
M1 PAM – human M1 muscarinic receptor positive allosteric modulators, primary screen, CHO-K1 cells, Fluo-8 calcium fluorescence, 1536-well; CHO-K1 hM1, ACh EC20; 0% = ACh EC20, 100% = maximal ACh; 0.088% of 360,000 active; activation, % at 3 µM; AID 588819, 2011; Muscarinic acetylcholine receptor M1 (Homo sapiens), P11229; in the data active means activation above about 19%, passing the limit was not always enough
CHO parental Ca – ATP-evoked calcium signal inhibitors, parental CHO, primary screen, counter-screen for OX1R antagonist project, cell-based, fluorescence, Fluo-8 calcium dye | parental CHO-K1, ATP-induced calcium, Fluo-8 fluorescence | inhibition, % at 5.6 µM | 0.63% of 330,000 active | AID 463079, 2010;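 active means inhibition above that plate's mean sample inhibition plus 3 SD, cut at about 26% in these data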;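 further: 0% = ATP-challenged DMSO wells and 100% = DMSO wells without ATP; some compounds past the cut are filed as inactive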
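Test system: untransfected parental CHO cell line. Compound: one dose, 5.6 µM nominal. Detection: intracellular calcium via Fluo-8 no-wash fluorescent dye. Measure: % inhibition. Benchmarks: ATP-challenged DMSO wells low, unchallenged DMSO wells high.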
CHO-K1 Ca antag – nonselective inhibitor or artifact in parental CHO-K1 cells | inhibition, % at 3 µM | 0.6% of 360,000 active | ATP-induced calcium, Fluo-8 fluorescence;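 active means inhibition above a per-plate cutoff, the plate's mean sample inhibition plus 3 SD, cut at about 24% in these data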;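 further: 0% = DMSO plus EC80 ATP and 100% = DMSO alone without ATP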
M1 PAM parental – nonselective calcium activators in parental CHO-K1 cells, primary screen, counter-screen for M1 PAM project, cell-based, Fluo-8 calcium fluorescence, full deck, 1536-well; ATP EC20; 0% at ATP EC20, 100% at ATP max; activation, % at 3 µM; 0.02% of 360,000 active; AID 602247, 2012;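 active means activation above the run cutoff, the mean activation of all test compounds plus 3 SD, cut at about 40% in these data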;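 further: peak over basal fluorescence ratio in a 140 s read after ATP addition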
* = called active by the depositor; . = not tested or not shown. Hits appear at their usual frequency. About 4.4% of those tested had a hit in this group.

SMILES,TAAR1 antag,M1 antag,CHO-K1 Ca ag,TAAR1 ag,M1 ag,M1 PAM,CHO parental Ca,CHO-K1 Ca antag,M1 PAM parental
Cc1ccc(NC(=O)Cc2sc(C)nc2-c2ccc(C)cc2)cc1,-27,-5,-0.8,0,-4,6,-19,-1,12
Cc1cn(CC(=O)NCCNc2ccc([N+](=O)[O-])cn2)c(=O)[nH]c1=O,-9,-2,1.3,3,-3,-2,.,-12,16
CCOC(=O)N1CCN(C(=O)COC(=O)c2ccc(O)cc2O)CC1,-20,-2,0.2,1,-3,1,-5,-16,-5
O=S(=O)(c1ccc(C2CCCCC2)cc1)N1CCN(c2ncccn2)CC1,2,-12,0.0,3,0,11,-6,-5,19
CCCCCCc1cc2cc(C(=O)Nc3ccccc3)c(=O)oc2cc1O,7,10,4.0,-2,-3,-3,0,7,4
CN1CCc2c(sc3c2C(=O)NC(/C=C/c2ccco2)N3)C1 (stereo unspecified),-17,-4,0.6,6,-5,4,-1,-19,20
Cc1ccc(-c2cc(-c3ccccc3)c3c(N)c(S(C)(=O)=O)sc3n2)cc1,-7,-6,0.3,-1,-2,10,-2,-3,15
CCC(C(=O)OC)n1cnc2c(nnn2-c2ccc(C)cc2)c1=O (stereo unspecified),-3,-20,1.6,0,0,17,-6,6,-9
CC(C)C(=O)N1CCC2(CC1)Oc1ccc(Cl)cc1C(=O)C21CC(c2ccccc2)=NO1 (stereo unspecified),38,3,0.9,2,-5,5,-8,-6,9
CC(=O)c1cccc(NC(=O)CSCc2ccc(Br)cc2)c1,19,-1,3.6,5,0,2,-14,0,-8
O=C(N(c1ccccn1)c1ccccn1)C12CC3CC(CC(Cl)(C3)C1)C2,-21,-8,1.4,4,0,12,8,-8,6
O=C(NN=C1CCCCCC1)c1cc2ccccc2cc1O,-9,1,6.3,3,0,-5,-9,2,-4

Retrieved by structure from above (2):
SMILES,TAAR1 antag,M1 antag,CHO-K1 Ca ag,TAAR1 ag,M1 ag,M1 PAM,CHO parental Ca,CHO-K1 Ca antag,M1 PAM parental
CCC(C(=O)OC)n1cnc2c(nnn2-c2ccc(C)cc2)c1=O (stereo unspecified),-3,-20,1.6,0,0,17,-6,6,-9
CC(=O)c1cccc(NC(=O)CSCc2ccc(Br)cc2)c1,19,-1,3.6,5,0,2,-14,0,-8

Following part:
SMILES,TAAR1 antag,M1 antag,CHO-K1 Ca ag,TAAR1 ag,M1 ag,M1 PAM,CHO parental Ca,CHO-K1 Ca antag,M1 PAM parental
O=C1C(Cl)=C(NCCN2CCCCC2)C(=O)c2ccccc21,.,2,0.1,.,-9,9,8,10,8
O=C(CN(CC1CCCO1)C(=O)CNS(=O)(=O)c1ccccc1)NCc1ccc(F)cc1 (stereo unspecified),-1,-9,-0.1,-1,2,15,-3,-11,-3
Cc1cccc(NC(=O)C2CCN(S(=O)(=O)c3c(C)c(C)cc(C)c3C)CC2)n1,78*,12,5.2,0,-5,-12,-37,-9,8
CCCCC(=O)Nc1ccc(C)c(O)c1,-21,-8,0.2,4,-3,0,10,-5,1
CCc1nc2ccc(C(=O)NCC3CCCCC3)cn2c1N(C)C(=O)c1cccc(OC)c1,-21,14,0.5,2,-8,-7,.,12,-15
Cc1ccc(OCC(=O)NNC(=O)CSc2ncc(C#N)c(N)n2)cc1,-10,-9,0.6,0,-6,6,-19,-11,18
Cc1ccc(F)cc1C(=O)N1CCOCC1c1cc(C(=O)Nc2ccccc2)no1 (stereo unspecified),11,-3,3.8,5,0,-5,.,0,-18
CCOC(=O)N1CCC(N2C(=O)c3ccc(C(=O)NCCC(C)C)cc3C2=O)CC1,-10,-15,0.9,0,-2,13,0,-4,14
O=S(=O)(c1ccc(NC(=S)NC2CC2)cc1)N1CCOCC1,10,-4,0.2,9,-10,2,-4,5,-6
O=C(/C=C/c1ccc(Cl)cc1Cl)n1cccn1,-8,7,0.1,8,-3,2,0,8,-6
CCOC(=O)Cc1csc(NC(=O)COc2ccc3ccccc3c2)n1,41,-27,2.2,6,-3,2,-15,-3,10
O=c1oc2cc(S(=O)(=O)NCCCO)ccc2c2ccc(S(=O)(=O)NCCCO)cc12,-11,-4,-0.4,3,-3,0,3,-4,-17
CCN(CC)c1cc(Oc2ccccc2)ncn1,-2,1,1.3,18,-4,1,-2,-1,6
CCOc1ccc(N=c2scc(-c3ccc(OC)cc3)n2CCO)cc1,-2,1,1.2,7,-2,0,-31,1,1
CC(C)CN1CCN(Cc2cccn2-c2cccnc2)CC1CCO (stereo unspecified),-32,2,0.2,1,-7,-2,-5,-14,-1
O=C(CSc1nc2ccccc2o1)NCC(=O)c1ccccc1,10,-3,0.3,8,-3,0,-20,-14,3
C/C(CC(C)C)=N\Nc1ccc(S(N)(=O)=O)cc1[N+](=O)[O-],8,-7,1.2,1,-4,3,17,14,-11
CCCSc1nc2c(c(=O)n1CC)SC(C)C2 (stereo unspecified),-26,-13,-0.8,0,-11,10,-12,7,7
COCCCC1CCN(C(=O)C2CCC(=O)N(CCc3ccccc3)C2)CC1 (stereo unspecified),-1,-1,0.8,0,-3,4,-11,-12,12
COc1ccc(CC(=O)N[C@@H](CCSC)C(=O)N2CCC3(CC2)NCCc2[nH]cnc23)cc1,-14,-10,0.4,0,-12,0,-3,-6,16
O=C(/C=C/c1cccs1)NCc1cccnc1,20,-20,-0.2,8,-3,12,-13,-2,-7
COc1ccc(OC)c(NC(=O)Cn2cc(C=O)c3ccccc32)c1,-5,13,6.6,5,1,0,2,-11,10
CC(C)(C)NC(=O)CN(CCN1CCOCC1)C(=O)CNS(=O)(=O)c1ccccc1,2,-15,1.0,4,6,26,5,-13,13
COCCSc1ccccc1C(=O)NCc1ccc(S(N)(=O)=O)cc1,-25,-2,6.8,2,-5,1,-2,-3,-2
FC(F)(F)c1nnc(N2CCN(c3ccc(Cl)cc3)CC2)s1,-4,-11,-0.2,1,-2,10,-12,8,-22
CC(C(=O)c1ccc(-c2ccccc2)cc1)[n+]1cccc(C(N)=O)c1 (stereo unspecified),-1,-2,-0.3,-1,-9,-5,0,-14,17
c1ccc(CN2CCC3(CC2)Nc2ccccc2CO3)cc1,0,-2,0.1,19,9,8,1,-5,17
O=C(N/N=C/c1c[nH]c2ccccc12)c1ccccc1,-11,-11,0.1,2,-1,6,-4,-8,12
Cc1cccc(C(=O)NC(=S)N(C)C2CCCCC2)c1,-8,-5,0.4,-2,-6,8,4,-7,-9
CCCC(=O)Nc1ccc(C(=O)NNC(=O)COc2ccc(Br)c(C)c2)cc1,0,-14,0.2,19,-1,10,20,-3,14
O=C(CC(Nc1ccc(Cl)cc1Cl)C(=O)O)c1ccccc1 (stereo unspecified),-7,-10,1.2,4,-2,8,5,-13,22
COc1ccc([C@H]2[C@H](C(=O)OC(C)(C)C)N3N=Cc4ccccc4C3C23C(=O)c2ccccc2C3=O)cc1OC (stereo partly specified),.,-6,1.0,.,-7,3,-18,-8,14
Cc1noc(C)c1COC(=O)CCCOc1ccc(Cl)cc1Cl,38,-5,0.7,-1,-6,1,-29,-2,13
COc1ccc(-c2csc(NC(=O)c3ccc(S(=O)(=O)N4CCc5ccccc5C4)cc3)n2)cc1,-1,-9,0.5,0,-2,7,7,-4,22
CNC(=O)c1[nH]cnc1C(=O)Nc1ccc(F)cc1,-3,-16,0.0,-1,-2,16,-2,-11,10
O=C1CCC(C(=O)Nc2ccccc2)N1 (stereo unspecified),2,9,0.0,9,-3,-3,-5,2,4
CCC(C)NC(=O)COc1ccc(OCc2ccccc2)cc1 (stereo unspecified),-7,-2,7.4,10,-4,3,2,-8,9
COC(=O)Cn1c(O)c(N=NC(=O)CNC(=O)COc2cccc(C)c2)c2ccccc21,-8,-3,0.2,-3,-5,4,-21,-11,15
Fc1cccc(Cl)c1CSc1nnc(-c2ccncc2)o1,-13,-4,-0.3,2,-5,10,-4,-9,12
COC(=O)Nc1nn(Cc2ccccc2F)cc1Br,-7,-14,0.1,8,-5,15,0,-4,10
CC(=O)c1cccc(N(C(=O)c2ccccn2)C(C(=O)NC2CCCCC2)c2ccccc2)c1 (stereo unspecified),12,-4,2.0,-1,-8,6,-23,-12,18
COc1cc2c(cc1OC)C(COc1cc(C)cc(C)c1)N(C(C)=O)CC2 (stereo unspecified),6,-14,1.1,-1,-1,6,-18,-8,19
O=c1[nH][nH]c2c1C(c1cccc(C(F)(F)F)c1)OC(CCc1ccccc1)C2 (stereo unspecified),-11,.,0.5,2,.,.,.,-6,14
COc1ccc(CN(CC2CCC(C(=O)O)CC2)C(=S)Nc2ccccc2OC)cc1 (stereo unspecified),15,-2,0.6,4,-5,3,-6,-16,19

From PubChem
